Screening data as filed in PubChem.
SMARCA2 act: activators of SMARCA2 function; activation, % at 9.1 µM; MG213 cells, MMTV-luciferase reporter, dexamethasone, overnight; actives 1% (n = 370,000); AID 652017; in the data active means activation above about 7.8%;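 further: 0% = vehicle wells and 100% = reference activator wells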
DAX1 inh-1: NR0B1 (DAX1) inhibition | inhibition, % at 6.75 µM | AID 504766 | HEK293 Gal4-DAX1 luciferase reporter, luminescence | actives 0.99% (n = 340,000) | P51843;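 active means inhibition above the mean over all tested compounds plus 3 SD, cut at about 4.2% in these data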;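 further: 0% = DAX1-transfected cells with DMSO and 100% = empty-vector control cells with DMSO; inhibition shows as a rise in luminescence from relieved DAX1 repression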
Target sequence (P51843 207-470 limits assumed): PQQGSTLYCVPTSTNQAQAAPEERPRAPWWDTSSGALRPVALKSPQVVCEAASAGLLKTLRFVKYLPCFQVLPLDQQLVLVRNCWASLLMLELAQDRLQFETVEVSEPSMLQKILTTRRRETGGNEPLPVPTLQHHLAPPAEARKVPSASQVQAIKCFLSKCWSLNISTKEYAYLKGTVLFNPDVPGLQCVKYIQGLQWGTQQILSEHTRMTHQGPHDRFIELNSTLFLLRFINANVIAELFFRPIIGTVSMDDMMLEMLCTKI
DAX1 inh-2: DAX1 (NR0B1) inhibition, primary screen | HEK293T StAR-luciferase reporter, SF-1/DAX-1 repression relief | AID 652010 | actives 1.1% (n = 370,000) | inhibition, % at 6.8 µM;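 active means inhibition above the mean over all tested compounds plus 3 SD, cut at about 3.6% in these data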;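 further: 0% = DAX-1 cells with DMSO and 100% = cells lacking DAX-1 with DMSO; higher inhibition means more luminescence from relief of DAX-1 repression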
sPLA2-III inh: Inhibits HGIII-sPLA2 liposome hydrolysis, primary screen | Q9NZ20 | QFRET BODIPY PC-A2 liposome hydrolysis, fluorescence | inhibition, % at 12.2 µM | actives 0.56% (n = 370,000);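 active means inhibition above mean plus 3 SD of compounds lying within the high and low control bounds, cut at about 19% in these data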;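 further: 0% = median of test compound wells and 100% = no enzyme DMSO wells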
Target sequence (Q9NZ20 whole entry, looked up): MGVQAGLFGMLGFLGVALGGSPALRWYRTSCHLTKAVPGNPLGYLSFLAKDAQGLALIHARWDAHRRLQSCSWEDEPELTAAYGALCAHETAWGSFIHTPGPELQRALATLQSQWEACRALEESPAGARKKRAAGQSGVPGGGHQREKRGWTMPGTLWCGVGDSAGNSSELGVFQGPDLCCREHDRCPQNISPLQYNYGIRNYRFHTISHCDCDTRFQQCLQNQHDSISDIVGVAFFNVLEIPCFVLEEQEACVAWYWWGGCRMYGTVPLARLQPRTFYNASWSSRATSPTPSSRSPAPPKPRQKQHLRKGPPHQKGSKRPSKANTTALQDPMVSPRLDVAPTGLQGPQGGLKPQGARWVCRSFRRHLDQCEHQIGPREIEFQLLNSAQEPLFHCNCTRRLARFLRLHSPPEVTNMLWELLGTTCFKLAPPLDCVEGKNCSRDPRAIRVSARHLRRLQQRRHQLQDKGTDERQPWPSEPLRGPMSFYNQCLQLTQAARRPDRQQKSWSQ
NPR2 activator: GC-B (human) receptor activation; P20594; HEK293-GC-B cells, CNP EC30, cGMP TR-FRET; 0% at EC30 CNP, 100% saturating CNP; activation, % at 10 µM; actives 0.11% (n = 370,000);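 active means activation at 10 µM reaching about 35% in either raw or pattern-adjusted values, limit read from the data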
hgDAF12 agonist: agonists of H. glycines DAF-12 nuclear receptor | HEK293 GAL4-hgDAF12 UAS-luciferase reporter, agonist luminescence; normalized to butyrate control | activation, % at 6.8 µM | actives 1.8% (n = 370,000) | AID 687014;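 active means activation above a cutoff set at the mean of all screened compounds plus 3 SD, cut at about 10% in these data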;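 further: 0% = DMSO wells and 100% = sodium butyrate wells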
KLK7 zymogen act: proKLK7 (human) activation, primary screen | purified proKLK7, EDANS-DABCYL substrate fluorescence; 100% is mature enzyme control, 0% vehicle | actives 0.9% (n = 370,000) | activation, % at 7 µM | P49862;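 active means activation above the mean of all tested compounds plus 3 SD, computed per campaign excluding outliers beyond control limits, cut at about 13% in these data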
Target sequence (P49862 whole entry, looked up): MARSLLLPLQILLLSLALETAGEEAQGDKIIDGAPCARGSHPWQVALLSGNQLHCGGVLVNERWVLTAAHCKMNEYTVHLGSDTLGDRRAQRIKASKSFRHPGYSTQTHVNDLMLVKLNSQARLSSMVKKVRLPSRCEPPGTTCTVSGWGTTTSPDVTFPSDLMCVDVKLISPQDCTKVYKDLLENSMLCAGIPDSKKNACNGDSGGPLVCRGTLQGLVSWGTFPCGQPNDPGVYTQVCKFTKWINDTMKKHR
ssDAF-12 act: activators of S. stercoralis DAF-12 nuclear receptor; actives 1% (n = 370,000); AID 652126; activation, % at 6.8 µM; HEK293 ssDAF-12/GRIP1 lit1-tk-luc reporter, luminescence; % of 3 µM dafachronic acid response;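 active means activation above the mean over all tested compounds plus 3 SD, cut at about 0.9% in these data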;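 further: 0% = DMSO-only wells and 100% = 3 µM delta7-dafachronic acid wells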
hcDAF-12 act: activates DAF-12 receptor from parasite H. contortus. HEK293 hcDAF-12 lit1-tk-luc reporter, luminescence; 0% DMSO, 100% Δ7-dafachronic acid. activation, % at 6.8 µM. actives 1.4% (n = 370,000). AID 652067;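 active means activation above the mean of all tested compounds plus 3 SD, cut at about 5.5% in these data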;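 further: 100% = response to 3 µM Δ7-dafachronic acid high control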
NPR1 activator: GC-A (human) enzyme activation; AID 1671463; actives 0.14% (n = 370,000); activation, % at 10 µM; HEK293 GC-A cells, cGMP TR-FRET, EC30 ANP; 0% at EC30 ANP, 100% saturating ANP; in the data active means activation above about 40%
GAA850 FXN act: activators of GAA850 frataxin (FXN) promoter; HEK293 lucGAA850 FXN promoter luciferase reporter, 24 h; percent of 10 µM SAHA response; activation, % at 6 µM; actives 0.56% (n = 360,000); AID 540364;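 active means activation above the average of all compounds screened plus 3 SD, cutoff fixed separately per campaign, cut at about 7.5% in these data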;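 further: 0% = DMSO wells and 100% = 10 µM SAHA wells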
An asterisk follows results filed as active.

Screening O=C(Nc1ccc(F)cc1)c1ccc(C(=O)N2CCOCC2)cc1 returned SMARCA2 act -0.4, DAX1 inh-1 1.4, DAX1 inh-2 -0.2, sPLA2-III inh 3.9, NPR2 activator -1.4, hgDAF12 agonist 0.5, KLK7 zymogen act 0.2, ssDAF-12 act -1.0, hcDAF-12 act -1.0, NPR1 activator 2.2 and GAA850 FXN act 1.4.
For CCOC(=O)c1[nH]c2ccccc2c1NC(=O)CC the results were SMARCA2 act 3.4, DAX1 inh-1 -0.4, DAX1 inh-2 1.1, sPLA2-III inh -5.7, NPR2 activator -3.8, hgDAF12 agonist 4.6, KLK7 zymogen act -6.8, ssDAF-12 act 0.4, hcDAF-12 act 6.1*, NPR1 activator 24.6 and GAA850 FXN act 0.8.
CC(Oc1ccc(Cl)cc1Cl)C(=O)Nc1ncccn1 (stereo unspecified) was read as SMARCA2 act 0.7, DAX1 inh-1 1.3, DAX1 inh-2 0.1, sPLA2-III inh 1.8, NPR2 activator 6.0, hgDAF12 agonist 2.0, KLK7 zymogen act -0.4, ssDAF-12 act -1.0, hcDAF-12 act -0.8, NPR1 activator 1.5 and GAA850 FXN act -1.3.
For C=C1C(=O)[C@]23C[C@H]1CC[C@H]2[C@]1(C)[C@@H](O)CC[C@@](C)(C(=O)O)[C@H]1C[C@@H]3O the results were SMARCA2 act 21.1*, DAX1 inh-2 4.3*, sPLA2-III inh 4.3, NPR2 activator 2.2, hgDAF12 agonist -0.6, KLK7 zymogen act -0.4, ssDAF-12 act -0.5, hcDAF-12 act -0.3 and NPR1 activator 1.7.
For Cc1ccc(-c2ccc(C(=O)NCCCNC(=O)c3cnccn3)o2)cc1Cl the results were SMARCA2 act -0.6, DAX1 inh-1 -1.3, DAX1 inh-2 -1.0, sPLA2-III inh -9.1, NPR2 activator -4.3, hgDAF12 agonist 4.6, KLK7 zymogen act -0.2, ssDAF-12 act -1.2, hcDAF-12 act -3.6, NPR1 activator -4.0 and GAA850 FXN act 7.1.
COc1ccccc1C(=O)Nc1ccnn1C1CCN(C(=O)c2ccoc2)CC1 was read as SMARCA2 act 2.2, DAX1 inh-1 0.1, DAX1 inh-2 0.5, sPLA2-III inh -2.2, NPR2 activator 0.8, hgDAF12 agonist 0.5, KLK7 zymogen act 0.1, ssDAF-12 act -0.9, hcDAF-12 act -0.4, NPR1 activator -0.4 and GAA850 FXN act 2.3.
`O=C(CSc1ccccc1C(=O)N1CCN(c2ccc([N+](=O)[O-])cc2)CC1)N1CCCC1` gave SMARCA2 act -3.2, DAX1 inh-1 -1.1, DAX1 inh-2 -4.4, sPLA2-III inh 6.3, NPR2 activator -0.1, hgDAF12 agonist -1.5, KLK7 zymogen act -0.3, ssDAF-12 act -1.0, hcDAF-12 act -3.9, NPR1 activator 1.1 and GAA850 FXN act -0.9.
`COc1ccc(-c2cc(C(=O)N3CCc4ccccc4C3)no2)cc1` gave SMARCA2 act -1.3, DAX1 inh-1 0.0, DAX1 inh-2 0.4, sPLA2-III inh -3.1, NPR2 activator -6.7, hgDAF12 agonist 1.9, KLK7 zymogen act -0.2, ssDAF-12 act -2.1, hcDAF-12 act -0.2, NPR1 activator -0.8 and GAA850 FXN act 2.6.
Screening CCOc1ccccc1NC(=O)COc1coc(CN2CCc3ccccc32)cc1=O returned SMARCA2 act -2.9, DAX1 inh-1 0.8, DAX1 inh-2 -0.9, sPLA2-III inh -8.0, NPR2 activator -5.3, hgDAF12 agonist -0.9, KLK7 zymogen act 0.3, ssDAF-12 act -1.1, hcDAF-12 act -0.3, NPR1 activator -0.7 and GAA850 FXN act 0.2.
For Cc1ccccc1SCc1noc(C(=O)NC(C)C)c1C(=O)O the results were SMARCA2 act -0.5, DAX1 inh-1 0.3, DAX1 inh-2 0.7, sPLA2-III inh 4.6, NPR2 activator 1.4, hgDAF12 agonist -2.4, KLK7 zymogen act 0.0, ssDAF-12 act -1.1, hcDAF-12 act -1.1, NPR1 activator 0.8 and GAA850 FXN act -0.7.
O=C(NCCN1CCOCC1)c1ccc(NC(=O)c2ccc(Br)o2)cc1 was read as SMARCA2 act 0.8, DAX1 inh-2 -0.5, sPLA2-III inh 1.8, NPR2 activator 1.6, hgDAF12 agonist 1.3, KLK7 zymogen act -0.4, ssDAF-12 act -0.7, hcDAF-12 act -0.4 and NPR1 activator -1.3.
Cc1ccc(C)c(NS(=O)(=O)c2ccc(OCC(=O)NCC3CCCO3)cc2)c1 (stereo unspecified) was read as SMARCA2 act -2.5, DAX1 inh-1 -1.0, DAX1 inh-2 0.2, sPLA2-III inh -9.1, NPR2 activator 3.9, hgDAF12 agonist 0.5, KLK7 zymogen act -0.1, ssDAF-12 act 0.1, hcDAF-12 act -0.9, NPR1 activator -5.2 and GAA850 FXN act 1.6.
For CC1CCN(C(=O)C2CCCN(S(=O)(=O)c3ccc4c(c3)CC(C)N4C(=O)C3CC3)C2)CC1 (stereo unspecified) the results were SMARCA2 act 1.0, DAX1 inh-1 -1.3, DAX1 inh-2 -1.2, sPLA2-III inh -0.3, NPR2 activator -0.1, hgDAF12 agonist -1.7, KLK7 zymogen act 0.4, ssDAF-12 act -1.2, hcDAF-12 act -1.4, NPR1 activator 6.9 and GAA850 FXN act 4.4.
For COc1ccc(-n2nnnc2Sc2ccc(S(=O)(=O)N3CCOCC3)cn2)cc1 the results were SMARCA2 act -2.3, DAX1 inh-1 -1.5, DAX1 inh-2 -0.2, sPLA2-III inh 1.2, NPR2 activator 1.9, hgDAF12 agonist 0.6, KLK7 zymogen act 0.1, ssDAF-12 act -1.4, hcDAF-12 act -1.9, NPR1 activator 0.8 and GAA850 FXN act 0.3.
Cc1noc(C)c1S(=O)(=O)N(C)C[C@H]1OCCCC[C@H](C)Oc2ccc(NC(=O)CCCN(C)C)cc2C(=O)N([C@H](C)CO)C[C@@H]1C was read as SMARCA2 act 0.0, DAX1 inh-1 -0.8, DAX1 inh-2 -0.1, sPLA2-III inh 0.0, NPR2 activator 7.5, hgDAF12 agonist 1.7, KLK7 zymogen act 0.4, ssDAF-12 act -0.3, hcDAF-12 act -1.3, NPR1 activator -1.2 and GAA850 FXN act -0.5.
For Cc1cc(OCC(=O)Nc2ccncc2)ccc1Cl the results were SMARCA2 act -3.4, DAX1 inh-1 -4.9, DAX1 inh-2 -1.1, sPLA2-III inh -0.1, NPR2 activator 0.8, hgDAF12 agonist -3.2, KLK7 zymogen act -0.1, ssDAF-12 act -2.1, hcDAF-12 act -2.6, NPR1 activator 0.1 and GAA850 FXN act 0.6.
Screening CCc1noc(N)c1C(=O)Nc1ccc(F)c(Cl)c1 returned SMARCA2 act -1.6, DAX1 inh-1 -1.0, DAX1 inh-2 0.8, sPLA2-III inh -4.0, NPR2 activator -0.2, hgDAF12 agonist 0.9, KLK7 zymogen act 0.2, ssDAF-12 act -1.1, hcDAF-12 act -0.5, NPR1 activator 5.5 and GAA850 FXN act 2.1.
Cc1occc1C(=O)N1CCCC(N2CCN(c3cccc(Cl)c3)CC2)C1 (stereo unspecified) was read as SMARCA2 act 0.0, DAX1 inh-1 0.3, DAX1 inh-2 -1.3, sPLA2-III inh 0.7, NPR2 activator -0.6, hgDAF12 agonist -1.1, KLK7 zymogen act 0.0, ssDAF-12 act -1.6, hcDAF-12 act 2.5, NPR1 activator 2.2 and GAA850 FXN act 0.3.
Screening COc1ccccc1N1CCN(C(=O)c2cc(-c3ccc(F)cc3)on2)CC1 returned SMARCA2 act 1.2, DAX1 inh-1 0.6, DAX1 inh-2 0.1, sPLA2-III inh 1.2, NPR2 activator -2.8, hgDAF12 agonist -0.6, KLK7 zymogen act 0.1, ssDAF-12 act -1.1, hcDAF-12 act -0.8, NPR1 activator 2.6 and GAA850 FXN act 2.8.
For CC(/C=C/c1ccccc1F)=N\NC(=O)c1ccccc1 the results were SMARCA2 act 2.7, DAX1 inh-1 2.8, DAX1 inh-2 2.7, sPLA2-III inh -1.8, NPR2 activator -3.0, hgDAF12 agonist 14.5*, KLK7 zymogen act -0.2, ssDAF-12 act -0.5, hcDAF-12 act 2.2, NPR1 activator 3.8 and GAA850 FXN act 2.4.
`Cc1ccc(S(=O)(=O)N2CCOCC2)cc1C(=O)N1c2ccccc2Sc2ccccc21` gave SMARCA2 act -1.2, DAX1 inh-1 0.3, DAX1 inh-2 -0.3, sPLA2-III inh -17.7, NPR2 activator 4.6, hgDAF12 agonist -2.5, KLK7 zymogen act 0.8, ssDAF-12 act -1.2, hcDAF-12 act 0.5, NPR1 activator 0.4 and GAA850 FXN act -2.6.
`CN(Cc1ccc(OC(F)F)cc1)C(=O)/C=C/c1ccc(S(=O)(=O)N2CCOCC2)cc1` gave SMARCA2 act -5.3, DAX1 inh-1 -1.2, DAX1 inh-2 -3.8, sPLA2-III inh -14.8, NPR2 activator 0.3, hgDAF12 agonist -3.3, KLK7 zymogen act 0.2, ssDAF-12 act -1.7, hcDAF-12 act -1.9, NPR1 activator 11.3 and GAA850 FXN act -0.5.
Screening O=C(Nc1sc2c(c1C(=O)NCC(O)CO)CCCC2)c1ccccc1 (stereo unspecified) returned SMARCA2 act -3.1, DAX1 inh-1 -0.6, DAX1 inh-2 -0.5, sPLA2-III inh 1.7, NPR2 activator -7.0, hgDAF12 agonist -1.9, KLK7 zymogen act 0.1, ssDAF-12 act -1.4, hcDAF-12 act 0.4, NPR1 activator 3.7 and GAA850 FXN act 2.4.
For CCC(C)(C)NC(=O)C1CCCN(S(=O)(=O)c2ccc3c(c2)CC(C)N3C(=O)C2CC2)C1 (stereo unspecified) the results were SMARCA2 act -2.6, DAX1 inh-1 -0.7, DAX1 inh-2 -0.4, sPLA2-III inh 0.4, NPR2 activator -0.5, hgDAF12 agonist -3.9, KLK7 zymogen act 0.4, ssDAF-12 act -1.5, hcDAF-12 act -1.7, NPR1 activator 8.2 and GAA850 FXN act -0.2.
O=C1c2ccccc2C(=O)N1CC(O)CNc1ccc(Br)cc1 (stereo unspecified) was read as SMARCA2 act 3.6, DAX1 inh-1 -0.4, DAX1 inh-2 0.0, sPLA2-III inh 0.3, NPR2 activator 0.2, hgDAF12 agonist 1.3, KLK7 zymogen act -0.1, ssDAF-12 act -1.2, hcDAF-12 act -0.2, NPR1 activator 4.9 and GAA850 FXN act -2.7.
COc1ccc(/C=N/NC(=O)c2cc(-c3ccccc3)nc3ccccc23)c(C(=O)O)c1OC was read as SMARCA2 act -2.3, DAX1 inh-1 0.7, DAX1 inh-2 -0.3, sPLA2-III inh 4.9, NPR2 activator 0.8, hgDAF12 agonist -1.0, KLK7 zymogen act 0.0, ssDAF-12 act -1.1, hcDAF-12 act -0.5, NPR1 activator 3.1 and GAA850 FXN act 1.4.
Screening CC(C)(C)C1CCc2c(C(=O)NNC(=O)CCCC(=O)O)csc2C1 (stereo unspecified) returned SMARCA2 act -4.6, DAX1 inh-1 0.4, DAX1 inh-2 0.0, sPLA2-III inh 4.4, NPR2 activator 0.9, hgDAF12 agonist -3.7, KLK7 zymogen act -0.1, ssDAF-12 act -1.0, hcDAF-12 act -2.2, NPR1 activator 2.7 and GAA850 FXN act 0.4.
